Compound activity from PubChem.
AI-2 QS mod – modulates the Vibrio harveyi AI-2 quorum sensing system. Vibrio harveyi JMH597 AI-2 luminescence/OD600 ratio, 9 h; active compounds read low; strain lacks LuxN and CqsS sensors; 0 = neutral-control median. activity change, % at 7.5 µM. AID 2094. 300,000 tested, 0.4% active; in the data active means activity change below about -75%, passing the limit was not always enough;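 further: luminescence divided by OD600 gain over 9 h not by final OD600 alone; inactives centre near 13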
HSP90 refold inh – HSP90 refolding inhibition in rabbit reticulocyte lysate. luciferase refolding luminescence, 3 h. inhibition, % at 5.6 µM. 290,000 tested, 0.91% active. AID 1789;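 active means inhibition above the screen-wide mean plus 3 SD, computed separately per campaign, cut at about 16% in these data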;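 further: 0% = DMSO wells and 100% = 60 µM geldanamycin wells; inhibitors lower the luminescence because luciferase stays unfolded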
Platelet DG rel – platelet dense granule release activity; human platelet-rich plasma, SFLLRN dense granule ATP release, luminescence; inhibition, %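 (compounds screened at 7.5 µM in platelet-rich plasma)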; 300,000 tested, 0.22% active; AID 1663;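 active means mean replicate score, as percent of positive control, at or above 50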
HSF-1 act – increases HSF-1 driven luciferase reporter signal | activation, % at 9 µM | NIH3T3-HGL HSF-1 luciferase reporter, MG132, 8 h; 100% = twice DMSO control signal | 300,000 tested, 1.7% active | AID 504408;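 active means mean replicate activation of at least 50% with a set share of replicates each reaching 50%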;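 further: 0% = median of the neutral control wells and 100% = twice that signal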
IEC-6 tox – IEC-6 cytotoxicity, counter-screen for KLF5 inhibitors. inhibition, % at 5 µM. luminescence viability. 290,000 tested, 0.78% active; in the data active means inhibition above about 22%;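 further: 0% = plate median of test compound wells and 100% = cytotoxic reference compound wells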
HIF act – HIF pathway transcriptional activation; activation, % at 7.5 µM (by protocol); U2OS HRE-luciferase reporter, luminescence; normalized: DMSO 0%, desferrioxamine 100%; AID 1910; 300,000 tested, 0.32% active;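 active means mean activation of at least 10% of the iron chelator positive control signal, with at least half of replicates also reaching 10%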
KLF5 inh – suppresses KLF5 promoter-driven expression; inhibition, % at 5 µM; AID 1700; 290,000 tested, 0.23% active; DLD-1 KLF5 promoter-luciferase reporter, luminescence;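 active means inhibition above a per-plate limit of that plate's mean compound inhibition plus 3 SD, cut at about 60% in these data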;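 further: 0% = DMSO wells and 100% = LY294002 at 200 µM; higher means less KLF5 promoter-driven luciferase light; inactives centre near -14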
aSyn UTR inh – MLPCN primary screen, SNCA 5' untranslated region. alpha-synuclein 5'UTR reporter, inhibitor activity. inhibition, % (tested at 7.5 µM). 300,000 tested, 0.82% active. AID 1813; in the data active means inhibition above about 60%;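 further: H4 neuroglioblastoma cells stably carrying SNCA 5'UTR luciferase fusion; 0% = DMSO wells and 100% = positive control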
HDAC3 inh – inhibitors of human histone deacetylase 3; recombinant HDAC3, fluorogenic peptide/trypsin coupled, fluorescence; 320,000 tested, 0.15% active; inhibition, % at 8.3 µM; O15379; in the data active means inhibition above about 26%, passing the limit was not always enough
Target sequence (O15379 whole entry, looked up): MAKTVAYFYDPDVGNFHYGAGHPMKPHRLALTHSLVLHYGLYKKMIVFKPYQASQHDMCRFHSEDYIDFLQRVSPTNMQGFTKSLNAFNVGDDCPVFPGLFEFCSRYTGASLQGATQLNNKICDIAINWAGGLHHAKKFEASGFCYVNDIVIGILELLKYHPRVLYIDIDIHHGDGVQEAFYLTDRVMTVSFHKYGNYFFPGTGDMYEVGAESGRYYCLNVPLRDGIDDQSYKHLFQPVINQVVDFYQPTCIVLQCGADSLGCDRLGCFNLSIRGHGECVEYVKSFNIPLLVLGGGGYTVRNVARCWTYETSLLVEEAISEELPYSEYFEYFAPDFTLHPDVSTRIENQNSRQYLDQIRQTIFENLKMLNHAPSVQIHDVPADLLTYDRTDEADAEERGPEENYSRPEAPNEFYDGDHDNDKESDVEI
HSF1 inhib – HSF1 inhibition; activity change, negative = inhibition, % at 7.5 µM (by protocol); NIH3T3-HGL HSE-luciferase, MG132-induced, luminescence 8 h; active compounds read low; 300,000 tested, 0.77% active; AID 2098;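 active means more than half of replicate wells show activity change below -50%, luminescence cut by over half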;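 further: luciferase reports HSF-1 transcriptional activity via heat shock element; 0% = median of DMSO wells and -100% = zero luminescence signal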
* = called active by the depositor; . = not tested or not shown.

no.	Compound	AI-2 QS mod	HSP90 refold inh	Platelet DG rel	HSF-1 act	IEC-6 tox	HIF act	KLF5 inh	aSyn UTR inh	HDAC3 inh	HSF1 inhib
1	Cc1ccccc1Nc1nc(N)nc(CN2C(=O)NC3(CCCCC3C)C2=O)n1 (stereo unspecified)	22.8	1.2	-1.0	5.1	-1.5	0.1	-33.2	0.3	-4.1	-7.2
2	CCc1nc2nc(C)c(NS(=O)(=O)c3ccc(F)cc3)c(=O)n2[nH]1	13.5	-4.1	-1.0	1.2	-2.0	0.0	-17.1	-7.4	3.6	2.0
3	CC1=C(C(N)=O)C(c2ccc(Br)cc2)n2nc(CCCO)nc2N1 (stereo unspecified)	33.3	-2.7	6.0	0.8	0.9	1.3	-48.7	8.2	-0.9	-8.2
4	CCNC(=S)N/N=C/c1sc(N2CCCCC2)nc1-c1cccs1	19.4	-3.1	28.5	33.6	-3.2	0.5	-6.8	-102.2	13.6	11.7
5	O=C(O)c1ccc(COc2c(F)c(F)cc(F)c2F)cc1	-5.2	1.2	3.2	10.5	1.7	-0.3	-34.5	-10.0	1.6	-0.7
6	COc1ccc(-n2c(=S)[nH]c3cc(C(=O)N(C)Cc4ccccc4)ccc3c2=O)cc1	.	5.4	18.0	6.1	-1.1	-1.5	13.2	1.9	-2.3	1.9
7	CC1CC(N(C(=O)c2ccc(Cl)cc2)c2ccccc2)c2ccccc2N1C(=O)c1ccco1 (stereo unspecified)	-5.4	3.5	17.1	15.7	0.6	-0.3	-8.5	13.8	12.4	2.8
8	Cc1c(C(=O)Nc2cccc(C(F)(F)F)c2)oc2ccc(S(=O)(=O)N3CCOCC3)cc12	.	-0.9	.	.	-6.4	.	-11.0	.	-8.4	.
9	COCCNC(=S)N=Nc1c(O)[nH]c2ccc([N+](=O)[O-])cc12	7.1	1.1	2.9	-23.1	-2.6	-0.3	-5.8	18.7	-0.5	-3.9
10	c1ccc(-c2nnc(SCC3CCCCO3)nc2-c2ccccc2)cc1 (stereo unspecified)	15.6	-1.6	-3.9	-2.3	2.1	0.1	-15.7	37.0	2.5	-3.1
11	CCCCN(C(=O)CSCc1c(C)noc1C)c1c(N)n(CCCC)c(=O)[nH]c1=O	10.8	.	4.3	6.7	.	-0.1	.	-6.3	-0.1	-2.4
12	Cc1ccc(NC(=O)CCNS(=O)(=O)c2ccc3[nH]c(=O)oc3c2)cc1N(C)C	9.7	-4.6	-1.8	7.4	-5.3	-0.4	-26.7	20.9	-0.1	0.6

The list goes on:
no.	Compound	AI-2 QS mod	HSP90 refold inh	Platelet DG rel	HSF-1 act	IEC-6 tox	HIF act	KLF5 inh	aSyn UTR inh	HDAC3 inh	HSF1 inhib
13	CCNC(=O)NC(=O)COC(=O)CCc1nc(=O)c2ccccc2n1C	25.0	-1.4	3.3	7.3	-3.3	-0.4	-25.4	-3.2	-2.5	-11.3
14	COCCSc1nnc(NC(=O)Cc2cccs2)s1	15.4	0.3	-4.8	-14.4	-1.0	-0.3	-31.9	4.7	1.0	-8.9
15	Cc1ccccc1-c1nnc(SCC(=O)NC2CCCCC2)o1	32.4	-2.8	7.2	-0.9	-0.3	-0.2	-6.5	-6.5	-1.7	5.3
16	O=C(CSc1nnc(Cn2c(=O)sc3ccccc32)n1-c1ccccc1)Nc1nccs1	44.8	6.3	0.3	3.4	6.5	-0.1	-14.3	-16.1	0.7	6.4
17	O=C(CN1C(=O)c2ccccc2C1=O)c1ccc(F)cc1	5.7	-3.6	-4.0	13.8	1.8	-8.7	-15.9	-5.7	-1.0	2.7
18	Cc1noc(C)c1COc1ccc(CC(=O)NCCc2ccccc2)cc1	5.7	1.1	3.1	28.5	3.9	-0.2	-23.9	3.2	-5.5	14.8
19	CC(=O)Nc1cc2c(cc1[N+](=O)[O-])OCCO2	13.5	1.6	-18.0	4.9	2.6	-0.2	-23.1	0.5	8.9	-10.4
20	CC(C#CCN1CCCCC1)OCCOCc1ccccc1 (stereo unspecified)	11.4	0.2	-1.5	5.5	5.5	0.5	-5.0	1.4	-6.9	-4.0
21	C=CCn1c(N)c(C(=O)NCc2cccnc2)sc1=S	3.9	5.3	0.1	-9.2	1.8	0.3	-9.6	1.1	5.5	-1.5
22	CC(C)C(=O)N1CCN(c2ccccc2NC(=S)NC(=O)c2ccco2)CC1	17.7	0.5	-7.5	-6.8	-5.3	-0.6	16.8	10.9	-1.0	-5.7
23	Cc1cc(C)c(S(=O)(=O)Nc2ncn[nH]2)c(C)c1	12.7	-4.4	4.2	7.7	0.0	-0.4	-45.8	0.6	1.8	-2.4
24	CC(C)(C)c1ccc(-c2noc(CCC(=O)NCc3ccco3)n2)cc1	-11.2	2.0	-2.2	24.1	-1.4	-0.4	62.5*	77.3*	-0.2	9.5

(continued)
no.	Compound	AI-2 QS mod	HSP90 refold inh	Platelet DG rel	HSF-1 act	IEC-6 tox	HIF act	KLF5 inh	aSyn UTR inh	HDAC3 inh	HSF1 inhib
25	Cc1ccc(S(=O)(=O)N2CCC(Oc3cccc(C(F)(F)F)c3)CC2)cc1	6.4	0.3	0.0	17.8	-3.4	1.3	-26.9	2.2	-2.0	-1.7
26	CCOC(=O)c1sc(=S)n(C)c1NC(=O)c1ccccc1Cl	39.2	1.8	-9.4	4.8	12.7	-0.3	8.2	-6.0	-17.0	5.4
27	COc1ccccc1N1C(=O)CC(Sc2nccc(C)n2)C1=O (stereo unspecified)	-0.8	2.5	-0.2	6.1	8.1	0.3	-30.4	20.1	-9.0	1.1
28	Cc1sc2nc(C3CC3)nc(N3CCN(C(=O)c4ccccc4F)CC3)c2c1C	28.8	5.8	1.5	-10.7	-3.8	-0.3	-7.8	1.3	12.9	0.1
29	O=C(O)Cc1nn(Cc2ccc(Cl)cc2)c(=O)c2ccccc12	22.8	-4.1	-3.9	-6.8	-6.2	-0.3	-14.4	32.4	0.0	0.2
30	COc1ccccc1NS(=O)(=O)N(C)C	28.9	1.5	-3.1	-9.2	-2.3	-0.1	-11.9	8.1	-8.7	-9.5
31	CC(NC(=O)COC(=O)c1cc([N+](=O)[O-])ccc1N1CCOCC1)c1ccccc1 (stereo unspecified)	21.2	-1.2	-2.0	-27.9	4.6	-0.3	-26.9	-3.2	0.4	-12.9
32	COC(=O)C1=NN(C(=O)c2ccccc2)C(C)(O)C1 (stereo unspecified)	7.9	3.5	5.1	3.6	-1.2	-0.6	-18.9	13.4	-1.3	-6.2
33	Cc1ccc2nc(NC(=O)COC(=O)CSc3nc(C)cc(C)n3)sc2c1	21.3	-2.0	-3.2	-47.2	6.6	0.3	-61.0	-55.0	2.4	-38.0
34	CCc1ccc(S(=O)(=O)NCc2ccc(N3CCN(C)CC3)cc2)cc1	22.9	-2.4	-2.6	0.9	1.4	0.1	-7.2	4.7	6.1	-5.2
35	CCOC(=O)c1c(NC(=O)CN2C(=O)NC(C)(c3ccc(Cl)cc3)C2=O)sc(C(=O)NC)c1C (stereo unspecified)	0.5	-4.9	21.9	-15.0	-1.7	0.3	15.5	22.3	-5.1	-4.8
36	O=C(/C=C/c1ccccc1Cl)N1CCN(c2ncccn2)CC1	33.3	-0.2	2.0	-7.1	-14.9	0.6	-20.5	-0.5	.	4.4

Other compounds follow:
no.	Compound	AI-2 QS mod	HSP90 refold inh	Platelet DG rel	HSF-1 act	IEC-6 tox	HIF act	KLF5 inh	aSyn UTR inh	HDAC3 inh	HSF1 inhib
37	COC(=O)c1c(C)[nH]c(C(=O)C(C)OC(=O)C2=NNC(=O)CC2)c1C (stereo unspecified)	4.6	0.0	-0.7	.	1.3	.	-13.3	27.3	-0.9	.
38	O=C(CN1C(=O)COc2ccccc21)NCc1ccccn1	13.7	1.0	-7.0	-4.6	3.0	0.5	8.7	-30.2	-0.1	2.1
39	O=C(NCCCN1CCOCC1)c1ccc2c(c1)N(Cc1ccc(Cl)cc1)C(=O)c1ccccc1S2=O (stereo unspecified)	4.2	2.8	1.4	10.2	-10.6	-0.6	-30.3	-12.1	-1.1	3.6
40	c1ccc(-c2cn(-c3ccccc3)c3[n+]2CCCS3)cc1	-6.0	3.7	11.3	3.0	4.0	-0.1	9.5	12.8	-0.6	-6.4
41	CCCC(=O)Nc1nc(C)c(-c2csc(Nc3ccc(Cl)cc3)n2)s1	9.9	7.3	6.1	-13.5	9.2	-3.3	-15.5	16.0	-4.2	-2.1
42	O=C(COc1ccccc1)Nc1ccc2c(c1)C(=O)N(CC1CCCO1)C2=O (stereo unspecified)	9.5	-2.0	8.9	-7.7	-1.3	-0.4	7.0	-8.3	-2.6	-4.2
43	O=C1COc2ccc(S(=O)(=O)CCC(=O)NC3CCCCC3)cc2N1	49.2	-5.7	7.6	15.1	1.7	-0.3	-9.4	9.5	1.7	9.5
44	COc1ccc2[nH]c3c(=O)n(N)c(=O)[nH]c3c2c1	21.9	0.6	-4.2	-24.7	-0.8	0.4	-3.4	-3.6	-11.0	-7.0
45	Cc1c(C)c(C)c(S(=O)(=O)N2CCC3(CC2)OCCO3)c(C)c1C	25.3	-1.1	-10.7	2.3	-4.8	0.0	-23.9	-3.5	4.4	-1.4
46	COc1ccc(C(=O)COC(=O)CNC(=O)c2ccc(OC)cc2)cc1	22.8	7.5	13.4	-4.5	3.3	-0.6	1.3	4.6	2.1	4.2
47	O=C(O)CNc1nc(-c2ccccc2)nc2c1oc1ccccc12	25.2	-0.9	-2.6	-14.8	0.4	-0.2	-4.8	7.8	4.1	-12.8
48	Cn1c(SCC(=O)Nc2ccc3c(c2)OCO3)nnc1-c1cnccn1	32.9	1.6	0.0	1.8	-0.4	1.1	-29.2	-23.5	-0.1	2.1
49	CC(C)CC(C(=O)O)N1C(=O)C2C3c4ccccc4C(c4ccccc43)[C@@H]2C1=O (stereo partly specified)	16.5	-3.2	3.5	3.7	-2.6	0.6	-13.1	-19.8	9.4	2.1
50	O=C(Nc1ccc(N2CCN(C(=O)c3ccco3)CC2)cc1)c1ccc(Br)cc1	10.0	-1.6	2.3	-2.8	0.2	-0.1	-28.0	-7.2	1.3	-6.1
